VP16 counter: counter-screen for ROR gamma inhibitors: Gal4-VP16 reporter; Potency, µM (highest dose often 53.6 µM), for the others: at the highest dose activity, negative = inhibition, hits mostly inhibitors; 310,000 compounds, 3.5% hits; Drosophila S2 Gal4-VP16 UAS-luciferase, luminescence, 20 h;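 note: Gal4-VP16 expression switched on by copper sulfate through the metallothionein promoter; potency is the fitted concentration of half-maximal effect; % is set by controls: 0 for no effect and ±100 for the full control effect; nearly all actives have a fitted effect of over 50% in size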
Rab9 prom act: Rab9 promoter activation; Huh7 Rab9 promoter-luciferase reporter, luminescence, 24 h; 320,000 compounds, 2.8% hits; AID 485297; Potency, µM (series often up to 9.22 µM), for inactives: top-dose activation, negative = inhibition, actives largely listed as activators; note: potency is the fitted concentration of half-maximal effect; % of control where 0% means no effect; nearly all actives have a fitted effect of over 60% in size
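Huh7 cells stably carrying Rab9 promoter–luciferase reporter, plated 1500 cells/well, compound added after 2 h and incubated 24 h at 37 °C; luciferase luminescence then read after 10 min with detection reagent.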
FLuc modulator: firefly luciferase modulation, counter-screen for miR-21 project | P08659 | purified FLuc, Km substrates, luminescence inhibition | Potency, µM (top dose mostly 57.5 µM), inactives show at the top dose activity change, negative = inhibition, usual class: inhibitors | 360,000 compounds, 6.9% hits;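 note: potency is the fitted concentration of half-maximal effect; plate controls were vehicle for no effect and reference inhibitor for full effect; nearly all actives have a fitted effect of over 55% in size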
Target sequence (P08659 whole entry, looked up): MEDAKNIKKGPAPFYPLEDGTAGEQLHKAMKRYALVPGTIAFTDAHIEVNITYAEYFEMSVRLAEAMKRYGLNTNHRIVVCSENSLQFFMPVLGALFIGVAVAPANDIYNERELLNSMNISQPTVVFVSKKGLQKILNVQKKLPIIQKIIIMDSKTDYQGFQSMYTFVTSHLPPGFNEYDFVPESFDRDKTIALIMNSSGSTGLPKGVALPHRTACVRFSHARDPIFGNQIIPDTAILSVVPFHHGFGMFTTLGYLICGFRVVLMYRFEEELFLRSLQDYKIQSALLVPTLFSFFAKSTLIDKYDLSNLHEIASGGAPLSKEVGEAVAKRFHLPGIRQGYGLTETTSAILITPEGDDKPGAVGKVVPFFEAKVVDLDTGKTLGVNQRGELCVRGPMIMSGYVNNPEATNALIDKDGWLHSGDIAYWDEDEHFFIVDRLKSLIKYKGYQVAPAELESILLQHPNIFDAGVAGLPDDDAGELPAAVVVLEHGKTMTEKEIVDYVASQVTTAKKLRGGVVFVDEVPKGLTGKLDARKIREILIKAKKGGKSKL
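Purified P. pyralis luciferase (10nM final) with 10uM D-luciferin and 10uM ATP (Km levels) in 50mM Tris acetate pH 7.5, 10mM Mg acetate, 0.01% Tween-20, 0.05% BSA; qHTS 6-point titration, ~60 µM downward; luminescence read.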
Tb PFK block: inhibitors of T. brucei phosphofructokinase | O15648 | T. brucei PFK, ADP-Glo luminescence | Potency, µM (top dose mostly 57.5 µM), for inactives: at the top dose activity, negative = inhibition, most hits filed as inhibitors | 330,000 compounds, 0.17% hits | AID 485367;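 note: potency is the fitted concentration of half-maximal effect; 0% = uninhibited 1x PFK enzyme wells and -100% = no-enzyme wells; nearly all actives have a fitted effect of over 60% in size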
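In TEA buffer at pH 8.0 with 5 mM MgCl2, enzyme (1.25 nM) converted F6P (0.5 mM) and ATP (0.1 mM) for 45 min at room temperature. ADP product was read by luciferase luminescence.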
FBPA coupling cs: counter-screen for Giardia aldolase inhibitors: coupling enzyme system | AID 2472 | coupling enzyme system counterscreen, AmpLite Red fluorescence | activity change, negative = inhibition, % at 58.2 µM, hits read low | 290,000 compounds, 0.67% hits; in the data active = activity change below about -30%; note: % is set by controls: 0 for no effect and ±100 for the full control effect
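Counterscreen lacking aldolase: glyceraldehyde-3-phosphate coupling-enzyme reagent preincubated 10 min at RT with compound (at 57.5 uM final), then substrate/coupling system with AmpLite Red added; fluorescence read at 525/598 nm after 20 min RT.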
NPC1 promoter act: activates the NPC1 promoter; Potency, µM (series often up to 9.22 µM), without a hit: top-dose activation, most hits filed as activators; AID 485313; 320,000 compounds, 2.4% hits; Huh7 NPC1 promoter luciferase reporter, 24 h;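 note: potency is the fitted concentration of half-maximal effect; % of control where 0% means no effect; nearly all actives have a fitted effect of over 60% in size; reporter is driven by a mutant NPC1 promoter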
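Luminescence read-out of NPC1 promoter-driven luciferase in stably transfected Huh7 cells; compounds delivered in DMSO and left 24 h at 37C, 5% CO2, qHTS titration format.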
ELG1 genotox: induces genotoxicity in HEK293T cells with luciferase-tagged ELG1; HEK293T ELG1-luciferase reporter, luminescence, 16 h; 330,000 compounds, 1.3% hits; AID 504466; Potency, µM (doses to about 46 µM), inactives show top-dose activity change, positive = activation, usual class: activators; note: potency is the fitted concentration of half-maximal effect; % of control where 0% means no effect; nearly all actives have a fitted effect of over 60% in size
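After overnight (16 hr) compound treatment at 37 °C, ELG1-luciferase HEK293T cells were lysed with ONE-Glo; luminescence quantified 30 min later at room temperature.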
RORg inh: blocks mouse ROR gamma transcriptional activity. Drosophila S2 Gal4-RORgamma UAS-luciferase reporter, 20 h. Potency, µM (doses to about 53.6 µM), for the others: at the highest dose activity change, negative = inhibition, most hits filed as inhibitors. 310,000 compounds, 5.4% hits. AID 2551; note: potency is the fitted concentration of half-maximal effect; % is set by controls: 0 for no effect and ±100 for the full control effect; nearly all actives have a fitted effect of over 60% in size
Target sequence (P51450 whole entry, looked up, the tested form may be a part): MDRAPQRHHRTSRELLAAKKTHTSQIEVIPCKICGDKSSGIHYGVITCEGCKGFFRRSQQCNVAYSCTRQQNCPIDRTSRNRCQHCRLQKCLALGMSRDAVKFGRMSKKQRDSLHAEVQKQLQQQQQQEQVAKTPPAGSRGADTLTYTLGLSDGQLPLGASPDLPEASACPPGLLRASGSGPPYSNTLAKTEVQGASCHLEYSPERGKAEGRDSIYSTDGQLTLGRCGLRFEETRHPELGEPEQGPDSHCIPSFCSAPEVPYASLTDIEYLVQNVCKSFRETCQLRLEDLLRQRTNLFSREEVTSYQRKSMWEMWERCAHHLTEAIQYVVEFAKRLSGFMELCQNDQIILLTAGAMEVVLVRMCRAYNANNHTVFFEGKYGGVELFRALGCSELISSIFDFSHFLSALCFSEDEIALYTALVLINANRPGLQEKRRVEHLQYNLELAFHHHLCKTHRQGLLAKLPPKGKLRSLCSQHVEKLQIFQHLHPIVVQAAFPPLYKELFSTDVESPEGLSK
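Schneider cells (Drosophila), stable Gal4 DBD–ROR gamma + UAS-luc; 1 hr cmpd preincubation; Cu2+ induction 700 uM final; 20 hr ambient; luminescence.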
Giardia killer: kills Giardia lamblia | Giardia lamblia trophozoite viability | activity change, % at 7.66 µM, hits read low | 340,000 compounds, 0.15% hits; in the data active = activity change below about -80%; inconclusive = between about -30% and that limit;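 note: parasites exposed to compound for two days anaerobically before the ATP read; % is set by controls: 0 for no effect and ±100 for the full control effect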
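Compounds were tested on trophozoites seeded at 100 cells/well and held 48 hrs at 37 deg C anaerobically. An ATP-based luminescent kit measured the remaining live cells.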
KCNH2 3.1 inh: blocks the human KCNH2 3.1 channel isoform | activity change, % (tested at about 1.8 µM) | 340,000 compounds, 0.95% hits | AID 720553 | U2OS KCNH2 3.1, thallium flux FluxOr; hits give low values;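 active = maximum activity change below -70%; inconclusive = maximum activity change from -70% to -50%; inactive = maximum activity change above -50%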;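 note: thallium influx rate constant from kinetic fluorescence after stimulation buffer; % is set by controls: 0 for no effect and ±100 for the full control effect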
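Steps: virus added to U2OS suspension (4 h, RT, dark); medium with 10% FBS added, cells plated, 37 C overnight; FluxOr/Red40 loading buffer 45 min RT; stimulation buffer, 2 min kinetic read; rate constant normalized.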
uPA surface inh: cell surface uPA generation inhibition; cell surface uPA generation assay, qHTS; Potency, µM (titrated, usually from 38.3 µM), inactives show at the highest dose activity change, negative = inhibition, usual class: inhibitors; 330,000 compounds, 0.31% hits; active = well fitted inhibition curve with a large enough effect; inconclusive = small, poorly fitted or top-dose-only effect; inactive = no such curve, though single readings can be large or run the other way; tested in mouse RAW 264.7 cells; note: potency is the fitted concentration of half-maximal effect; % is set by controls: 0 for no effect and ±100 for the full control effect; nearly all actives have a fitted effect of over 55% in size
Starred values were filed as active, the others as inactive; ? = inconclusive; · = not tested or not shown; [ ] = dose if it differs, or a comment. Unless noted, calls come from the whole dose curve; as a rule, active = well fitted curve in the direction sought with a large enough effect; inconclusive = small, poorly fitted or top-dose-only effect, or another doubt; inactive = no such curve, though single readings can be large; an effect the other way counts as inactive or inconclusive.

SMILES | VP16 counter | Rab9 prom act | FLuc modulator | Tb PFK block | FBPA coupling cs | NPC1 promoter act | ELG1 genotox | RORg inh | Giardia killer | KCNH2 3.1 inh | uPA surface inh
CCOC(=O)C1=C(c2ccccc2)NC(=O)N(C(C)=O)C1c1cccc([N+](=O)[O-])c1 (stereo not given) | 11% | 0% | 0% | -4% | -1 | -4% | -1% | 0% | 5 | 10 | 2%
Cc1cccc(NC(=O)COC(=O)c2cc(C)oc2C)c1 | 7% | -8% | -16% | -1% | 1 | -2% | -2% | 31% | 18 | -9 | 3%
Fc1ccc(CSc2ccc(-c3ccc4c(c3)OCO4)nn2)cc1 | -18% | -4% | ? | 7% | 3 | 2% | 13% | -39% | -9 | 22 | -3%
O=c1[nH]c(SCCOc2ccccc2)nc2ccccc12 | -11% | · | -14% | · | -1 | · | · | 25% | 2 | 8 | ·
Cc1cccc(N2CCN(C(=O)CSc3ccc4c(c3)OCCO4)CC2)c1C | · | -13% | 1% | -8% | · | 0% | -5% | · | -19 | 12 | -5%
NC(=O)c1c(NC(=O)c2ccccc2)sc2c1CCN(Cc1ccccc1)C2 | ? | 20% | -2% | 5% | 2 | 3% | 13% | -13% | ? | 2 | -2%
COc1cccc(C(=O)NN2CC(O)=C(c3nc4ccccc4s3)C2=N)c1 | -7% | -2% | -18% | -14% | -1 | -2% | 5% | 18% | -6 | -2 | 1%
CN1CCN(c2ccc(S(=O)(=O)N3CCCCC3)cc2NC(=O)c2ccc(F)cc2F)CC1 | -11% | 3% | -2% | -3% | 2 | -1% | -4% | -7% | 26 | -17 | -6%
Cc1ccc2nc(-c3ccccc3)c(CC(=O)O)c(C(=O)O)c2c1 | -3% | 3% | ? | 9% | 0 | -2% | 6% | 4% | -5 | 8 | 18%
COc1cc(S(=O)(=O)Nc2ncn[nH]2)ccc1Cl | 0% | -1% | 1% | -3% | 0 | -3% | -2% | 9% | 0 | 7 | ·
COc1ccc(-n2c3c(cc(C(=O)Nc4cccc(C)n4)c2=O)C(=O)CC(C)(C)C3)cc1 | 10% | -12% | 0% | 3% | 0 | -14% | -2% | 10% | 7 | -2 | -2%
Cc1ccc(N(Cc2cc3ccccc3[nH]c2=O)S(C)(=O)=O)cc1 | -16% | 16% | -5% | -3% | -3 | -4% | -2% | 24% | -15 | 9 | -5%
Cc1ccc(Cc2cnc(NC(=O)CN3CCOCC3)s2)cc1Cl | ? | -4% | 1% | ? | -2 | -3% | 15% | ? | -9 | -22 | 1%
Cc1nn(CC(C)C)c2sc(C(=O)NC3CC(C)(C)NC(C)(C)C3)cc12 | 3% | -1% | 0% | 0% | -2 | 8% | 0% | -30% | 18 | 9 | -7%
Cc1nn(C)cc1/C=N/NC(=S)Nc1ccccc1 | 2.2µM* | 2µM* | 5.4µM* | -10% | -2 | ? | 17% | 0.89µM* | 6 | -4 | 5%
O=C(NCCN1CCOCC1)c1cc(Sc2ccc(F)cc2F)nc2ccccc12 | -12% | -5% | -2% | -2% | -1 | 2% | -18% | 7% | -6 | -6 | 3%
CN(C(=O)Cc1csc(-c2ccccc2)n1)c1c(N)n(Cc2ccccc2)c(=O)[nH]c1=O | · | -3% | -3% | -4% | · | -2% | 1% | · | -8 | -3 | 0%
CC1CC1C(=O)Nc1nc(-c2ccccc2)cs1 (stereo not given) | 0% | ? | 24µM* | -2% | -5 | 21% | ? | 23% | -9 | 14 | -5%
CC(=O)Nc1ccc(N2CCCC2)cc1 | 4% | -1% | -11% | -16% | -32* | 4% | 1% | 19% | -12 | 2 | -4%
O=C1C(=O)N(Cc2cccnc2)C(c2cccc([N+](=O)[O-])c2)/C1=C(\O)c1ccc2c(c1)OCCO2 (stereo not given) | -3% | 1% | -1% | 2% | · | -2% | 0% | -26% | -20 | -1 | -2%
Cc1ccc2oc(-c3cccc(NC(=O)c4ccc(Br)o4)c3)nc2c1 | 3% | 11% | 21µM* | -3% | -2 | 9% | ? | 43% | -2 | 1 | 2%
CC(C)C(OC(=O)c1ccccc1)c1nccc2ccccc12 (stereo not given) | 1% | ? | 17µM* | -2% | -4 | ? | ? | -33% | -2 | -9 | 10%
CC(=O)Oc1ccc(N(C(C)=O)S(=O)(=O)c2ccc3ccccc3c2)cc1 | 1% | 4% | -11% | -8% | 2 | -4% | -6% | ? | -6 | -8 | -10%
CCN(CC)C(=O)Cc1c(OC)ccc2cc(Br)ccc12 | -3% | -2% | -1% | 0% | 1 | 1% | -2% | -2% | -19 | 15 | -48%
COc1ccc(CCn2nnnc2C(C(C)C)N2CCC(C(N)=O)CC2)cc1OC (stereo not given) | -3% | -7% | 2% | 3% | 3 | -2% | -1% | ? | 7 | 22 | 2%
COc1cc2nc(C3CC3)n(NC(=O)c3ccc(F)cc3)c(=O)c2cc1OC | -1% | 0% | 1% | -3% | 2 | -6% | -3% | -7% | -11 | 2 | -3%
O=C(C1CC1c1ccccc1)N1CCOCC1 (stereo not given) | -1% | -5% | 1% | -1% | 2 | -1% | 0% | 2% | 2 | 20 | 1%
O=C(NN=C1CCCCCCCCCCC1)c1cccnc1 | 1% | -3% | -7% | -7% | 1 | 2% | 4% | -34% | -16 | 4 | 7%
CCOC(=O)C1CCN(C(=O)c2ccccc2NS(=O)(=O)c2ccc(C)cc2)CC1 | 0% | -3% | -2% | 2% | · | -6% | 2% | 1% | -8 | -2 | 1%
Cn1c(N2CCN(S(=O)(=O)c3ccc(Cl)cc3)CC2)nc2ccccc21 | -12% | -5% | -1% | -4% | 2 | -7% | -10% | 37% | -11 | -8 | -8%
CCCN(CCC)c1nc(Cl)nc(NCc2ccco2)n1 | 13% | -1% | -1% | -4% | 8 | 0% | -6% | ? | 4 | -6 | -3%
O=c1[nH]c2ccccc2nc1Cc1ccc([N+](=O)[O-])cc1 | 10% | 1% | -1% | 2% | 0 | 4% | 0% | 21% | -5 | -1 | 10%
Cc1ccc2c(c1)c1c(n2C)C(C(N)=O)CCC1 (stereo not given) | 2% | -2% | 0% | 0% | 0 | -1% | 3% | 3% | 12 | 9 | -2%
Cc1ccc(C(=O)NCC(=O)NCc2cc(=O)n(C)c(=O)n2C)cc1C | 0% | -6% | 1% | 3% | · | -4% | 3% | -1% | -5 | 27 | 5%
COc1ccc(N(CC(=O)NCCSC(C)(C)C)S(C)(=O)=O)c(OC)c1 | -3% | -2% | -2% | -1% | 4 | -1% | 0% | -30% | -3 | -12 | 0%
Cc1ccc2c(c1)NC(=O)C(CC(=O)NCCCN1CCN(c3cc(C)ccc3C)CC1)O2 (stereo not given) | -7% | 2% | 10% | -3% | 1 | 1% | -1% | 12% | 8 | -42 | ?
Cc1[nH]c2ccccc2c1C(=O)C(=O)NCc1ccco1 | -4%[10 µM] | -10% | -3% | 2% | 4 | 2% | -3% | -25% | -4 | 3 | 18%
CCOC(=O)N1CCN(c2ncnc3c2cnn3-c2ccc(Cl)cc2)CC1 | 16% | -1% | 7% | -6% | 3 | -3% | 1% | -2% | · | · | ·
Cc1ccc(NCC(=O)N/N=C/c2cc(O)ccc2[N+](=O)[O-])cc1 | -1% | -5% | ? | 12% | -10 | 2% | 4% | 9% | 0 | 4 | 2%
COc1ccc(CCn2c(-c3cc([N+](=O)[O-])cc([N+](=O)[O-])c3)nc3nc4ccccc4nc32)cc1OC | -2% | -4% | 2% | -5% | 2 | 1% | -1% | -7% | ? | 0 | 2%
O=C(CCCCCN1C(=O)c2ccccc2C1=O)Nc1ccc2c(c1)OCCO2 | 2% | -1% | ? | 1% | -1 | 7% | 0% | 22% | -5 | -5 | -2%
COC(=O)c1ccc(NCC(=O)Nc2cc(C)cc(C)c2)cc1 | -13% | -9% | 4% | 1% | -1 | -4% | -1% | -3% | 11 | 5 | 16%
CCn1nc(NC(=O)c2ccco2)c2cc3ccc(C)cc3nc21 | -2% | 15% | ? | 1% | -9 | 13% | -3% | 34% | -6 | -9 | -7%
COc1ccc(C(=O)/C(C#N)=N/Nc2cccc([N+](=O)[O-])c2)cc1 | -3%[10 µM] | -20% | ? | 0% | 6 | -22% | -16% | ? | 2 | -36 | ?
N=c1c2c3c(sc2nc2n1CCC2)CCCC3 | -7% | -6% | 0% | 2% | -3 | 1% | 0% | -6%[10 µM] | -8 | -13 | 5%
C=C(C)Cn1c(C)cc(C)c(S(=O)(=O)c2cccc(C)c2)c1=O | -3%[10 µM] | -1% | 1% | -4% | 2 | -4% | -5% | 30% | 3 | 5 | 5%
CCOC(=O)c1c(NC(=O)c2ccn(CC)n2)sc2c1CCCC2 | · | -5% | -3% | -9% | -5 | -3% | 0% | 20%[0.365 µM] | 4 | -3 | 10%

No enrichment for hits. Share with any hit: about 14%.
